# Bioassay records from PubChem.
# PL synth Enamine: phospholipid synthesis inhibitors, CHO cells, primary screen, ZR-82 cells, Enamine library, screen 3; calls only at 10 µM; AID 1347385, 2020; ZR-82 CHO cells, pyrene fatty acid UV survival, CellTiter Blue; peroxisome-deficient CHO-K1 mutant line; plus DGAT-1, DGAT-2 and ACAT inhibitors; actives 0.4% (n = 20,000);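 active = cell survival signal 2 SD away from solvent-only control wells, confirmed on one or two retests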;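 also: 3 h compound exposure then viability read about one day after UV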
# Calls only; i = inactive. Not all compounds are listed; count on the stated rates, not on these rows.
SMILES,PL synth Enamine
COCCC1=NN(c2nc(C)cc(C)n2)C(O)(C(F)(F)F)C1 (stereo not given),i
Cc1nc2scc(C)n2c1/C=N/Nc1ccccn1,i
NC(=O)c1ccsc1NC(=O)COC(=O)c1ccc([N+](=O)[O-])o1,i
CC1CCN(c2ncnc3sc4c(c23)CCC(C)C4)CC1 (stereo not given),i
Cc1cccn2c(=O)c(/C=C3\SC(=S)N(CCCCCC(=O)O)C3=O)c(NCCCn3ccnc3)nc12,i
Cc1ccc(C(=O)CSc2nnc(NC3CC3)s2)s1,i
CCN(CC)C(=O)COC(=O)C12CC3CC(CC(Cl)(C3)C1)C2,i
CC1CCc2c(sc3ncnc(Sc4nnnn4C)c23)C1 (stereo not given),i
Cn1nnnc1SCC(=O)N1N=C2/C(=C/c3cccs3)CCCC2C1c1cccs1 (stereo not given),i
Nc1c(Cl)cc(NC(=S)Nc2cccc3ccccc23)cc1Cl,i
O=C(O)/C=C/c1cc2c(cc1[N+](=O)[O-])OCO2,i
CCCCn1c(N)c(NC)c(=O)[nH]c1=O,i
O=C(/C=C/c1ccco1)OCc1nc2sc3c(c2c(=O)[nH]1)CCCC3,i
O=c1cc(CSc2nnc(C3CCCCC3)o2)nc2ccc(Br)cn12,i
O=S(=O)(c1ccccc1)N1CCN(S(=O)(=O)c2ccc(Br)s2)CC1,i

# Taken from the results shown (6 entries):
SMILES,PL synth Enamine
Nc1c(Cl)cc(NC(=S)Nc2cccc3ccccc23)cc1Cl,i
O=C(O)/C=C/c1cc2c(cc1[N+](=O)[O-])OCO2,i
CCCCn1c(N)c(NC)c(=O)[nH]c1=O,i
O=C(/C=C/c1ccco1)OCc1nc2sc3c(c2c(=O)[nH]1)CCCC3,i
O=c1cc(CSc2nnc(C3CCCCC3)o2)nc2ccc(Br)cn12,i
O=S(=O)(c1ccccc1)N1CCN(S(=O)(=O)c2ccc(Br)s2)CC1,i

# Later entries
SMILES,PL synth Enamine
Nc1cc2c(cc1[N+](=O)[O-])OCO2,i
COc1ccc(-n2cc(-c3ccc(Br)cc3)[n+]3c2SCCC3)cc1,i
OCCNc1nnc2c(n1)[nH]c1ccccc12,i
Brc1ccc(-c2cn(-c3ccccc3)c3[n+]2CCCS3)cc1,i
CN1C(=O)N(CC(=O)NCc2ccco2)C(=O)C12CCCCC2,i
FC(F)(F)c1cccc(-c2ccc(-c3nn4c(-c5ccccc5)nnc4s3)o2)c1,i
O=[N+]([O-])c1ccc(NCC2COc3ccccc3O2)c([N+](=O)[O-])c1 (stereo not given),i
O=C(/C=C/c1cccs1)OC1CCOC1=O (stereo not given),i
CN(C(=O)CSC1=NCCS1)C1CCCCC1,i
O=S(=O)(c1ccc2c(c1)OCCO2)N1CCCCC1,i
CCOC(=O)C1=C(COC(=O)c2cc3c(s2)CCC(C)C3)NC(=O)NC1C (stereo not given),i
Cc1cc(C(=O)COC(=O)Cn2c(C)csc2=O)c(C)n1Cc1ccco1,i
NC(N)=Nc1nc2ccccc2[nH]1,i
O=C1C(Cl)=CC(=NN=P(c2ccccc2)(c2ccccc2)N2CCCCC2)C=C1Cl,i
Cc1cc(C)nc(NNS(=O)(=O)c2c(C)cc(C(C)(C)C)cc2C)n1,i
O=S1(=O)Cc2c(nc3ccc(Cl)cc3c2-c2ccccc2Cl)-c2cc(F)ccc21,i
CN(C)C(=O)CN(C)C(=O)CSc1nnc(C(F)(F)F)n1C,i
FC(F)(F)c1ccc(C(=NCc2ccccc2)c2ccc(C(F)(F)F)cc2)cc1,i
O=C(CSC1=NCCS1)NC1CCCCC1,i
Cc1ccc(C(=O)Nc2ncc(C)s2)s1,i
c1ccc2c(N3CCOCC3)nnc(N3CCOCC3)c2c1,i
O=C(NCCC12CC3CC(CC(C3)C1)C2)C1=COCCO1,i
Cn1c(N)c(C(=O)CSc2n[nH]c(N)n2)c(=O)n(C)c1=O,i
O=[N+]([O-])c1ccc(/C=C/c2nc3cc([N+](=O)[O-])ccc3s2)cc1,i
O=C1c2cc(S(=O)(=O)NCCO)ccc2-c2ccc(S(=O)(=O)NCCO)cc21,i
NC(N)=NCc1ccc(CN2CCOCC2)cc1,i
O=C(COC(=O)C12CC3CC(CC(C3)C1)C2)Nc1c(F)c(F)c(F)c(F)c1F,i
CN=c1scc(-c2ccccc2F)n1/N=C/c1ccc2c(c1)OCO2,i
Cc1nc2ncnn2c(C)c1CC(=O)Nc1nccs1,i
COCCN=c1scc(-c2ccc(Cl)cc2)n1/N=C/c1ccc2c(c1)OCO2,i
CCOC(=O)c1c(N)oc(C)c1C(C)=O,i
Cc1ccc(-c2nc3c4c5c(sc4[nH]c(=O)n3n2)CCC5)cc1,i
O=C1c2ccccc2C(=O)N1CCCCn1c(=O)oc2ccccc21,i
O=S(c1ccc2ccccc2c1)N1CCOCC1 (stereo not given),i
O=C1NC(=O)C2C1Sc1[nH]c(=O)sc1C2c1c[nH]c2ccccc12 (stereo not given),i
COc1ccc(N2CN=c3s/c(=C4\C(=O)Nc5ccc(OC)cc54)c(=O)n3C2)cc1,i
S=C(N=P(c1ccccc1)(N1CCOCC1)N1CCOCC1)NCc1cn2ccccc2n1,i
O=C(Oc1cc(Cl)ccc1Cl)C1=CC=CN2CCS(=O)(=O)N=C12,i
O=[N+]([O-])c1cc(Cl)cc(/C=N/Nc2c(Cl)cc(Cl)cc2Cl)c1O,i
Cc1cc(CSc2nnc(-c3ccoc3C)n2C)no1,i
Cc1cc2nc(N3CCc4ccccc43)c3ccccc3n2n1,i
FC(F)(F)C1CCCN(c2ncnc3sc4c(c23)CCCC4)C1 (stereo not given),i
CCOC(=O)CSc1nnc(N)s1,i
C/C(=C/C(=O)C(F)(F)F)N1CCC(C(N)=O)CC1,i
O=P(c1ccccc1)(c1ccccc1)C(O)c1cccnc1 (stereo not given),i
CCN=c1scc(-c2ccc(Br)s2)n1N=C1CCCCC1,i
CN(CC(=O)NC1CCCC1)Cc1ccc(Cl)s1,i
CCC(=O)N(c1nnc(SCC(=O)c2ccc(CC(N)=O)s2)s1)C1CC1,i
c1ccc2c(c1)ncn2CN1CCCCC1,i
Fc1ccc(C2=CC(c3ccc4c(c3)OCO4)n3nc(C(F)(F)F)nc3N2)cc1 (stereo not given),i
Cc1nc(SCc2cc(=O)n3cc(Br)ccc3n2)n(C2CCCCC2)c1C,i
O=C1OC(C(=O)OCc2cc(=O)n3c4c(sc3n2)CCCC4)Cc2ccccc21 (stereo not given),i
Clc1cc(Cl)c(N/N=C/C2=C(Sc3nc4ccccc4o3)CCCC2)c(Cl)c1,i
O=C1/C(=N/Nc2ccccn2)c2cccc3cccc1c23,i
CCN1C(=Cc2cc(C)[n+](CCO)c(C)c2)Sc2ccccc21,i
CC(C)(C)P(=Nc1cccc([N+](=O)[O-])c1)(c1ccccc1)N1CCCCC1 (stereo not given),i
CC1=CC(C)(C)N(S(=O)(=O)c2ccc(F)cc2)c2ccc(C)cc21,i
CS(=O)(=O)c1ccc2nc(NC(=O)c3ccc4nc[nH]c4c3)sc2c1,i
CCCCN(C(=O)CC12CC3CC(CC(Br)(C3)C1)C2)c1c(N)n(CCC)c(=O)[nH]c1=O,i
Cn1c(=NN=C2C3CC4CC(C3)CC2C4)sc2ccccc21,i

# Next part; it opens with the 6 that closed the last part.
SMILES,PL synth Enamine
CCN1C(=Cc2cc(C)[n+](CCO)c(C)c2)Sc2ccccc21,i
CC(C)(C)P(=Nc1cccc([N+](=O)[O-])c1)(c1ccccc1)N1CCCCC1 (stereo not given),i
CC1=CC(C)(C)N(S(=O)(=O)c2ccc(F)cc2)c2ccc(C)cc21,i
CS(=O)(=O)c1ccc2nc(NC(=O)c3ccc4nc[nH]c4c3)sc2c1,i
CCCCN(C(=O)CC12CC3CC(CC(Br)(C3)C1)C2)c1c(N)n(CCC)c(=O)[nH]c1=O,i
Cn1c(=NN=C2C3CC4CC(C3)CC2C4)sc2ccccc21,i
CCOc1ccc2c(=S)c3c(cn4c5ccccc5ccc34)oc2c1,i
Oc1c(Cl)cc(Cl)cc1C1=NNC(c2ccc(Cl)cc2Cl)C1 (stereo not given),i
C=C(C)CN(CC)C(=O)Cn1nc(C)c(S(=O)(=O)N(C)C)c1C,i
CC(C)(C)c1cc(CC(=S)N2CCOCC2)c2c(c1)C(C)(C)CC2,i
Cc1occc1-c1nnc(SCC(=O)c2cc(C)n(CC3CCCO3)c2C)n1C (stereo not given),i
O=[N+]([O-])c1cc2c(c(COc3ccc(S(=O)(=O)N4CCCC4)cc3[N+](=O)[O-])c1)OCOC2,i
COCCCn1c(-c2cccs2)cn2c3c(=O)n(C)c(=O)n(C)c3nc12,i
O=C1OC(c2cccc(F)c2)=N/C1=C\c1ccc(-c2ccccc2)cc1,i
NCC12CC3CC(CC(Cl)(C3)C1)C2,i
C=CCNC(=S)NNc1ccc(S(N)(=O)=O)cc1,i
Cc1ccsc1/C=c1\s/c(=C\C(=O)C(C)(C)C)[nH]c1=O,i
CCNC(=O)NC(=O)Cn1cc(C(F)(F)F)ccc1=O,i
CCCCCCC1(C)NC(=O)N(Cc2c(C)noc2C)C1=O (stereo not given),i
Cc1ccc(C(=O)Cn2cnc3sccc3c2=O)s1,i
O=C1NNS(=O)(=O)c2ccccc21,i

# Exported with each value named: part of the list above
Oc1c(Cl)cc(Cl)cc1C1=NNC(c2ccc(Cl)cc2Cl)C1 (stereo not given)
- PL synth Enamine: i

C=C(C)CN(CC)C(=O)Cn1nc(C)c(S(=O)(=O)N(C)C)c1C
- PL synth Enamine: i

CC(C)(C)c1cc(CC(=S)N2CCOCC2)c2c(c1)C(C)(C)CC2
- PL synth Enamine: i

Cc1occc1-c1nnc(SCC(=O)c2cc(C)n(CC3CCCO3)c2C)n1C (stereo not given)
- PL synth Enamine: i

# Carrying on:
SMILES,PL synth Enamine
Fc1ccc(N=Cc2ccc[nH]2)cc1,i
FC(F)Oc1ccc(NC(=S)Nc2ccc(SC(F)F)cc2)cc1Cl,i
Cn1c(P(=Nc2ccc([N+](=O)[O-])cc2)(c2ccccc2)c2ccccc2)ccc1P(=Nc1ccc([N+](=O)[O-])cc1)(c1ccccc1)c1ccccc1,i
Clc1cccc(Cl)c1NC1=NCCC1,i
CS(=O)(=O)c1ccc(Sc2nnc3ccccn23)c([N+](=O)[O-])c1,i
O=C(CSc1nncs1)c1cccs1,i
S=c1[nH]c2ccc(Cl)cc2[nH]1,i
O=[N+]([O-])c1cc2c(c(CSc3nc4cc(Cl)ccc4s3)c1)OCOC2,i
Cc1noc(C)c1S(=O)(=O)N1CCN(S(=O)(=O)c2ccc3c(c2)OCCCO3)CC1,i
c1csc(-c2noc(CSc3nnc(-c4c[nH]c5ccccc45)o3)n2)c1,i
Cc1cc(C(=O)CN2C(=O)C(=O)N(Cc3ccco3)C2=O)c(C)n1Cc1cccs1,i
Clc1ccc(CCN2CN(Cc3ccccc3)c3nc4ccccc4n3C2)c(Cl)c1,i
Fc1ccc(OCCSc2nnc(NC3CC3)s2)cc1,i
Nc1cc(N)nc(SCCOc2ccc(Br)cc2)n1,i
Fc1ccc(-c2ccc(-c3nn4c(-c5ccccc5)nnc4s3)o2)cc1,i
CCN1C(=O)C(=O)N(CC(=O)c2cc(C)n(C3CC3)c2C)C1=O,i
CCCn1c(SCc2nnc(-c3ccco3)o2)n[nH]c1=O,i
Cc1cc(NC(=O)CN2C(=O)CN(C)C2=O)no1,i
O=S1(=O)N=C2CCCCCN2C(c2ccc(OC(F)F)cc2)N1 (stereo not given),i
CS(=O)(=O)c1cc([N+](=O)[O-])c(NCC(F)(F)C(F)F)c([N+](=O)[O-])c1,i
Cc1c(C(=S)N=P(N(C)C)(N(C)C)N(C)C)c2ccccn2c1C(=S)N=P(N(C)C)(N(C)C)N(C)C,i
Cc1cc(C)n2c(SCCO)nnc2n1,i
O=C1C(=O)N(Cc2cc(=O)n3ccsc3n2)C(=O)N1CCc1cccs1,i
O=C(OCc1cc(=O)oc2cc3c(cc12)CCC3)c1n[nH]c(=O)c2ccccc12,i
CS(=O)(=O)N1N=C(c2cccs2)CC1c1ccc(Cl)o1 (stereo not given),i
NC(=O)C(=O)NN=C1CCCCCCCCCCC1,i
COc1ccccc1NP(=O)(Nc1ccccc1OC)Nc1ccccc1OC,i
CC(C)CN(C(=O)CSc1nncn1C)C1CCS(=O)(=O)C1 (stereo not given),i
COC(=O)C(=O)C=C(O)c1ccco1,i
O=c1oc2c(-c3ccc(Br)cc3)cc(O)cc2s1,i
COC(=O)c1c(C)[nH]c(C2=NNC(=NC3CCCCC3)SC2C)c1C (stereo not given),i
Cc1cccn2c(=O)c3cc(C(=O)NC4CC(C)CC(C)(C)C4)sc3nc12 (stereo not given),i
FC(F)(F)c1nc(-n2nnc3ccccc32)c2ccccc2n1,i
Cc1ccc(/C=N/NC(=S)NCC2CCCO2)s1 (stereo not given),i
CCOC(=O)C1=CSC2=NS(=O)(=O)CCN12,i
O=c1c2ccccc2nc(SCc2cc(=O)n3c(n2)sc2ccccc23)n1CC1CCCO1 (stereo not given),i
O=C(CSc1nnc(-c2cccs2)n1C1CC1)c1cccs1,i
COc1ccc2c(-c3cccnc3)cc(SCc3ccc(Cl)c(Cl)c3)nc2c1,i
c1csc(-c2nc(Sc3nc4ccccc4s3)c3ccccc3n2)c1,i
O=[N+]([O-])c1cc(S(=O)(=O)Nc2cc(Cl)ccc2-n2cncn2)ccc1Cl,i
O=[N+]([O-])c1ccc(OS(=O)(=O)c2ccccc2)cc1,i
CC(C)(C)c1nnc2sc(SCC(=O)c3ccc4c(c3)OCCO4)nn2c1=O,i
O=S(=O)(Nc1ccc(S(=O)(=O)C(F)F)cc1)c1ccccc1Br,i
Clc1cccc(N=C2NN=C(c3ccc4c(c3)-c3ccccc3C4)CS2)c1,i
O=S(=O)(CCCCC(Cl)(Cl)Cl)N1CCOCC1,i

# Compounds above containing a COOH group:
SMILES,PL synth Enamine
Cc1cccn2c(=O)c(/C=C3\SC(=S)N(CCCCCC(=O)O)C3=O)c(NCCCn3ccnc3)nc12,i
O=C(O)/C=C/c1cc2c(cc1[N+](=O)[O-])OCO2,i

# The results go on.
SMILES,PL synth Enamine
Oc1[nH]c2ccccc2c1N=NC1=NCCC1,i
CC1=NCCN1S(=O)(=O)c1ccc(Cl)c([N+](=O)[O-])c1,i
O=C(Nc1ccc2c(c1)OC1(CCCC1)O2)C1CCS(=O)(=O)C1 (stereo not given),i
Cc1ccc(C)c(S(=O)(=O)N/N=C/c2ccc(OC(F)(F)C(F)C(F)(F)F)cc2)c1 (stereo not given),i
O=C(Cc1c[nH]c2ccccc12)OCn1nnc2ccccc2c1=O,i
